Screening results from PubChem.
PTHR1 agonist – qHTS for PTHR1 Agonists: Primary Screen; Parathyroid hormone/parathyroid hormone-related peptide receptor (Homo sapiens), Q03431; HEK293 GP2 PTHR1 cells, GloSensor cAMP luminescence, 1 h; Potency, µM (top dose mostly 115 µM), for inactives: top-dose activation, most hits filed as activators; actives 0.075% (n = 410,000); AID 743266, 2014; further: potency means the concentration at half of the fitted maximal effect; nearly all actives have a fitted effect of over 55% in size; some results filed as inactive show a strong effect at the top dose; inactives centre near -15; many of its hits are not listed in these tables
Target sequence (Q03431 whole entry, looked up): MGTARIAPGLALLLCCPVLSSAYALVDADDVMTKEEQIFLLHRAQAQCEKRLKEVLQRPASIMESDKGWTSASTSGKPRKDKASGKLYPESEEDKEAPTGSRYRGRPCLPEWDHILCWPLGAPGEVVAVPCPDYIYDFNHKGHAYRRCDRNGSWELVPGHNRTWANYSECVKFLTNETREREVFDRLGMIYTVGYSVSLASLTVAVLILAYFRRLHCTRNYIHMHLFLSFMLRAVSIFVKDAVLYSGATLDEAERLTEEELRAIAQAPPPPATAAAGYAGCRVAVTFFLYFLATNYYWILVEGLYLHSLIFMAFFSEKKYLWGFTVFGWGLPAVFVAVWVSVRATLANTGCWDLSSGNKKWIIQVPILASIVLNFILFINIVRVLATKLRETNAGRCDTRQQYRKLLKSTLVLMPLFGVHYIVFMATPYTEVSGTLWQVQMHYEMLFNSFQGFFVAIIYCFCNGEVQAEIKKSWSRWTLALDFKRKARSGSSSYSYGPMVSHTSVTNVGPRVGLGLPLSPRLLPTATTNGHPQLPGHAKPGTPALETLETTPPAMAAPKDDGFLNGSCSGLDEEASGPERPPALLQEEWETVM
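HEK-293-derived GP2 cells expressing PTHR1 and a GloSensor cAMP reporter, 3,000/well, plated overnight, given luciferin plus IBMX (each 0.5 mM as added) for 1 h at 37 °C, then compound for 1 h at 37 °C. Luminescence was read after 15 min at room temperature.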
DRD3 agonist – qHTS of D3 Dopamine Receptor Agonist: qHTS | D(3) dopamine receptor (Homo sapiens), P35462 | D3R DiscoveRx beta-arrestin cells, luminescence, 90 min | max activation, % | actives 0.58% (n = 410,000) | AID 652048, 2013; in the data active means max activation above about 30%; further: 0% is about no effect; mostly tested at two doses, the higher about 12 µM
Target sequence (P35462 whole entry, looked up): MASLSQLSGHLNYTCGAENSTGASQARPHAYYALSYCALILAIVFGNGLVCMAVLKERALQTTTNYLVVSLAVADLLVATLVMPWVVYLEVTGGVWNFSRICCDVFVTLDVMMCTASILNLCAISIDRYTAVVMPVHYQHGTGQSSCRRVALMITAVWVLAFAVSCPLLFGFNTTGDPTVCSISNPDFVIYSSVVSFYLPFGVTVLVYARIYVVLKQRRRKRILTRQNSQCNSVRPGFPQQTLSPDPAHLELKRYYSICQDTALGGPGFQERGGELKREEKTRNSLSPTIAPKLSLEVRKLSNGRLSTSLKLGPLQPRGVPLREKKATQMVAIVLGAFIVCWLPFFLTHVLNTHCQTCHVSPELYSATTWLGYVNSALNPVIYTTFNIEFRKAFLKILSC
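Cells at 1500/well, incubated overnight, then treated with pinned compounds (dopamine as control) for 90 min at 37 degrees C. DiscoveRx reagent added for 30 - 60 minutes at room temperature; luminescence read.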
TDP-43 yeast inh – qHTS of TDP-43 Inhibitors. TDP-43 expressing yeast growth rescue, BacTiter-Glo, 24 h. Potency, µM (titrated, usually from 46.1 µM), for the others: at the highest dose growth rescue (activation), usual class: activators. actives 1.8% (n = 410,000); further: potency means the concentration at half of the fitted maximal effect; % of control where 0% means no effect; nearly all actives have a fitted effect of over 50% in size
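In this qHTS, compounds that restore growth of yeast expressing TDP-43 appear as activators. Cells (OD600=0.02, galactose medium, raffinose-pregrown) are incubated with compound 24 hr at 30 deg C and growth is quantified by BacTiter-Glo.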
GLP-1R inv ag – qHTS of GLP-1 Receptor Inverse Agonists (Inhibition Mode); Glucagon-like peptide 1 receptor (Homo sapiens), P43220; HEK293 GLP-1R CRE-luciferase, luminescence, 24 h; GLP-1R form is constitutively active; Potency, µM (series often up to 38.3 µM), without a hit: at the top dose activity change, negative = inhibition, usual class: inhibitors; actives 1.6% (n = 410,000); AID 624417, 2012; further: potency means the concentration at half of the fitted maximal effect; on the % scale 0 is the no-effect control and ±100 the full control effect; nearly all actives have a fitted effect of over 55% in size
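HEK293 cells stably co-expressing constitutively active GLP-1R and a cAMP-responsive luciferase reporter were seeded in DMEM with 10% Nu serum, given compounds after 12 h, and incubated 24 h at 37 deg C. Luminescence was then read.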
aSyn rescue – qHTS of alpha-syn Inhibitors; Yeast expressing alpha-synuclein, growth rescue, BacTiter-Glo, 24 h; Potency, µM (doses to about 46.1 µM), inactives show top-dose growth rescue (activation), usual class: activators; actives 0.14% (n = 370,000); AID 652106, 2013; further: potency means the concentration at half of the fitted maximal effect; % of control where 0% means no effect; nearly all actives have a fitted effect of over 65% in size
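Screening used galactose-induced yeast with toxic alpha-synuclein levels, exposed to compound for 24 hr at 30 deg C. Cell growth, read with BacTiter-Glo luminescence, gave the measured signal.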
HEK293 tox – qHTS of GLP-1 Receptor Inverse Agonists: Cytotox Screen | HEK293 cAMP-luciferase reporter cells, luminescence, 24 h | Potency, µM (doses to about 38.3 µM), inactives show top-dose activity change, negative = inhibition, usual class: inhibitors | actives 0.13% (n = 410,000) | AID 624418, 2012;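 further: loss of luciferase light is scored as toxicity; potency means the concentration at half of the fitted maximal effect; on the % scale 0 is the no-effect control and ±100 the full control effect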
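A 23 nL compound transfer followed 12 hours of cell culture at 37 deg C; exposure then lasted 24 hr. Luciferase assay detection reagent was dispensed and plates read for luminescence after a 12 min room-temperature wait.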
DRD3 antagonist – qHTS of D3 Dopamine Receptor Antagonist: qHTS | D(3) dopamine receptor (Homo sapiens), P35462 | actives 2.5% (n = 360,000) | max response, negative = inhibition, % | D3R cells, DiscoveRx beta-arrestin luminescence, antagonist mode; stronger effect = lower value | AID 652054, 2013; in the data active means max response below about -50%; inconclusive means no clear call, values can overlap the other calls; further: on the % scale 0 is the no-effect control and ±100 the full control effect; mostly tested at two doses, the higher about 12 µM
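Cells plated overnight at 1500 cells/well, then exposed to library compounds with dopamine controls for 90 minutes at 37 degrees C. DiscoveRx reagent added for 30–60 minutes at room temperature; luminescence read, quantitative HTS format.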
KB-V1 cytotox – qHTS assay for MDR1-selective chemotherapeutics: Primary screen using the drug-selected MDR subline cells KB-V1; Potency, µM (top dose mostly 46.1 µM), for inactives: at the top dose activity change, negative = cytotoxicity, actives largely listed as cytotoxic; actives 3.4% (n = 400,000); KB-V1 MDR cells viability, CellTiter-Glo, 72 h; further: potency means the concentration at half of the fitted maximal effect; on the % scale 0 is the no-effect control and ±100 the full control effect; nearly all actives have a fitted effect of over 60% in size
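KB-V1, DMEM (no phenol red) + 10% FBS; cpd pin-transferred, titration series; 72 h, 37 degrees C; CellTiter-Glo, luminescence. Data normalized, curve-fit.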
GLP1R ag – qHTS of GLP-1 Receptor Agonists | HEK293 GLP-1R CRE-luciferase, luminescence, 4-6 h; cells express a hypersensitive GLP-1R form | Potency, µM (highest dose often 45.6 µM), for inactives: at the top dose activation, actives largely listed as activators | actives 0.007% (n = 380,000) | AID 624172, 2012; further: potency means the concentration at half of the fitted maximal effect; % of control where 0% means no effect
Starred values were filed as active, the others as inactive; i = inactive; ? = inconclusive; nt = not tested or not shown; [ ] = remark or other dose. Unless noted, the call rests on the fitted dose curve; in most records, active means well fitted curve in the direction sought with a large enough effect; inconclusive means small, poorly fitted or top-dose-only effect, or another doubt; inactive means no such curve, though single readings can be large; an effect the other way counts as inactive or inconclusive.

entry	compound	TDP-43 yeast inh	GLP1R ag	PTHR1 agonist	DRD3 agonist	KB-V1 cytotox	DRD3 antagonist	GLP-1R inv ag	HEK293 tox	aSyn rescue
1	CCCn1nc(C(=O)NNC(=O)c2cccc(C)c2)c2ccccc2c1=O	13%	-7%	-20%	-2	-3%	-10	2%	-1%	2%
2	CC(C)C(=O)Nc1ccc(-c2csc(-c3ccccc3)n2)cc1	-18%	-2%	i	2	8%	-11	0%	-12%	-5%
3	Cc1ccc(S(=O)(=O)N/N=C/c2ccccc2O)cc1[N+](=O)[O-]	-15%	-1%	-24%	-2	1%	-2	-7%[7.66 µM]	-3%[7.66 µM]	-1%
4	Cc1cc(=O)[nH]c(SCC(=O)OCc2ccccc2)c1C#N	-1%	13%	-5%	4	0%	12	61%[activator]	-2%	-13%
5	Cc1ccc(C)c(NC(=O)CN(C)C(=O)c2cccc(Oc3ccccc3)c2)c1	-6%	-6%	-12%	-3	-7%	-12	?	-7%	0%
6	NC(=O)CSc1nc2cc(Cl)ccc2c(=O)n1C1CCCCC1	27%	35%	-71%[inhibitor]	-5	?	-7	?	0%	3%
7	COc1ccccc1NC(=O)c1cccc(S(=O)(=O)N2CCCCCC2)c1	35µM*	nt	-4%	7	-5%	nt	?	1%	nt
8	Cc1n[nH]c(=S)n1Cc1ccccc1	4%	-2%	i	2	3%	2	23%	2%	-10%
9	COc1cc(NC(=O)c2ccc3c(c2)OCO3)ccc1NC(=O)c1ccco1	-14%	5%	i	4	4%	-21	21%	-23%	-2%
10	CCOC(=O)c1c(C)[nH]c(C)c1C(=O)COC(=O)c1sccc1C	3%	?	-3%	0	18µM*	1	?	-24%	5%
11	Cc1ccc(C(=O)NC(=S)NNS(=O)(=O)c2ccccc2)cc1	-53%[inhibitor]	2%	i	9	-17%	1	14%	-2%	3%
12	CC(CC(=O)Nc1ccc(S(=O)(=O)Nc2ncccn2)cc1)c1ccccc1 (stereo unspecified)	-1%	-1%	-28%	-25	10%	1	7%	-1%	-5%
13	CCOc1ccc(CCN2C(=S)N([C@@H](Cc3ccc(O)cc3)CN3CCC[C@@H]3CN3C(=S)NC[C@@H]3Cc3ccccc3)C[C@@H]2CC(C)C)cc1	17%	-2%	-18%	-13	13%	0	?	-1%	-35%[inhibitor]
14	CCC(C)(C(=O)NC1CCCC1)N(CC1CCCO1)C(=O)CNC(=O)c1ccccc1 (stereo unspecified)	-24%	-4%	i	-5	2%	-6	-19%	40%[activator]	-1%
15	COc1ccc(C(=O)Nc2nccs2)cc1	16%	0%	-26%	-2	-13%	7	-2%	14%	-2%
16	COc1cccc(CN2CCC(Oc3ccc(C(=O)N4CCCCC4)cc3)CC2)c1	-2%	11%	i	-11	-1%	-18	?	-31%	-4%
17	COc1cc(S(=O)(=O)NC2CCCC2)c(OC)cc1C	11%	12%	i	1	-5%	-2	?	-1%	6%
18	NCCc1nc2cccnc2n1-c1ccccc1	-3%	nt	-96%[inhibitor]	4	-6%	nt	9%	6%	nt
19	Cc1cc(N2C(=O)C3C4C=CC(C4)C3C2=O)no1 (stereo unspecified)	10%	-5%	i	1	21%	-1	9%	-4%	-2%
20	COc1ccc(OC)c(-c2csc(-c3c(N)c(C(=O)c4ccccc4)n4ccccc34)n2)c1	12%	nt	i	-12	0%	nt	6%	2%	nt
21	Cc1cccc(-n2c(SCC(N)=O)nnc2-c2ccccn2)c1C	0%	-9%	-9%	-2	0%	-4	-8%	0%	-5%
22	COc1cc2c(=O)c(C(=O)c3ccc(C)c(C)c3)cn(Cc3ccccc3)c2cc1OC	-8%	nt	i	-3	-23%	nt	12%	-17%	nt
23	COc1cccc(N(Cc2nnc3n2CCCCC3)C(=O)Nc2ccccc2F)c1	12%	-2%	i	7	-2%	-8	6%	7%	0%
24	CC(OC(=O)CN1C(=O)c2ccccc2C1=O)C(=O)NC1(C#N)CCCCC1 (stereo unspecified)	1%	-7%	-57%[inhibitor]	-1	6%	1	9%	0%	0%[1.84 µM]
25	CNC(=O)c1cc2cccc(OC)c2oc1=O	-21%	-5%	-2%[57.5 µM]	-1	0%	2	36%[activator]	7%	2%
26	Cc1nc2ccccc2c(=O)n1/N=C/c1ccco1	12%	0%	5%	-1	3%	2	10%	8%	0%
27	NS(=O)(=O)c1ccc(NC(=O)c2cccc(Cl)c2)cc1	-4%	12%	i	-6	5%	0	12%	-2%	-6%
28	CCn1cc(CN2CCc3c([nH]c4ccccc34)C2c2cccc(OC)c2OC)c(C)n1 (stereo unspecified)	-7%	8%	i	7	-19%	9	?	-29%	9%
29	Cc1cc(O)ccc1-c1cccc2nccn12	14%	3%	-28%	-8	0%	0	19%	-5%	-1%
30	O=[N+]([O-])c1cc(C(F)(F)F)cc([N+](=O)[O-])c1NCc1cccnc1	5%	2%	i	-3	-3%	?	7%	7%	-10%

Molecules listed so far that have a cyano group, in the order listed:
entry	compound	TDP-43 yeast inh	GLP1R ag	PTHR1 agonist	DRD3 agonist	KB-V1 cytotox	DRD3 antagonist	GLP-1R inv ag	HEK293 tox	aSyn rescue
4	Cc1cc(=O)[nH]c(SCC(=O)OCc2ccccc2)c1C#N	-1%	13%	-5%	4	0%	12	61%[activator]	-2%	-13%
24	CC(OC(=O)CN1C(=O)c2ccccc2C1=O)C(=O)NC1(C#N)CCCCC1 (stereo unspecified)	1%	-7%	-57%[inhibitor]	-1	6%	1	9%	0%	0%[1.84 µM]

More records
entry	compound	TDP-43 yeast inh	GLP1R ag	PTHR1 agonist	DRD3 agonist	KB-V1 cytotox	DRD3 antagonist	GLP-1R inv ag	HEK293 tox	aSyn rescue
31	CC(=O)C1CCC2C3CC(O)C4=CC(=O)CCC4(C)C3C(=O)CC12C (stereo unspecified)	-10%	16%	-16%	8	11%	2	9%	4%	-6%
32	CCCS(=O)(=O)NC(=O)C1(C)CCCN(C(=O)COc2ccc(Cl)cc2Cl)C1 (stereo unspecified)	-9%	-2%	-4%	-13	4%	-20	-21%	4%	1%
33	COc1ccc(Cl)cc1N(C(=O)c1ccco1)C(C(=O)NC1CCCC1)c1ccco1 (stereo unspecified)	-11%	6%	i	1	-6%	-15	-8%	21%	0%
34	CCN1CCN(CCC(=O)Nc2cc(OC)ccc2OC)CC1	0%	10%	-11%	-1	4%	-25	3%	12%	-14%
35	O=C(COc1ccccc1Br)N1CCN(C(=O)c2cccs2)CC1	?	2%	i	3	-8%	0	24%	-1%	4%
36	O=C(NCC(=O)N(c1ccccc1)C(C(=O)NC1CCCCC1)c1cccnc1)c1ccco1 (stereo unspecified)	6%	5%	-7%	7	-2%	-10	5%	15%	-7%
37	CCCCC1CCC(/C(N)=N/O)CC1 (stereo unspecified)	-3%	18%	i	0	15%	14	-6%	-12%	2%
38	COC(=O)c1c(C)n(-c2ccccc2)c2ccc(O)cc12	?	7%	-11%[57.5 µM]	-25	21µM*	7	-4%	-20%	-12%
39	CCCCC[C@@H](C)N1C[C@@H](COCc2ccccc2)Oc2cc(N3CC[C@@H](O)C3)ccc2S1(=O)=O	15%	1%	i	2	-16%	4	14µM*	-21%	17%
40	Cc1cccc(CCNC(=O)CCc2c(C)nc3c(-c4ccc(F)cc4)c(C)nn3c2C)c1	8%	-2%	-30%	-9	2%	nt	-22%	-17%	nt
41	COc1ccc(-c2nnc(NC(=O)c3ccc(S(=O)(=O)N(C)CC4CCCO4)cc3)o2)c(OC)c1 (stereo unspecified)	19%	-13%	i	6	5.8µM*	18	4%	-7%	3%
42	CCNC(=O)COC(=O)c1sccc1C	8%	-20%	i	-7	1%	-3	-25%[0.307 µM]	16%[0.307 µM]	-3%
43	O=C(N/N=C/c1cccnc1)c1ccccc1OCc1ccc(Br)cc1	-18%[9.22 µM]	14%	-16%	-5	-44%	1	20%[7.66 µM]	-3%[7.66 µM]	-4%
44	Nn1c(=O)c2ccccc2n2c(SCc3ccccc3)nnc12	5%	-1%	-20%[57.5 µM]	2	-5%	4	7%	-13%	-7%

Molecules from the list above that contain fluorine:
entry	compound	TDP-43 yeast inh	GLP1R ag	PTHR1 agonist	DRD3 agonist	KB-V1 cytotox	DRD3 antagonist	GLP-1R inv ag	HEK293 tox	aSyn rescue
23	COc1cccc(N(Cc2nnc3n2CCCCC3)C(=O)Nc2ccccc2F)c1	12%	-2%	i	7	-2%	-8	6%	7%	0%
30	O=[N+]([O-])c1cc(C(F)(F)F)cc([N+](=O)[O-])c1NCc1cccnc1	5%	2%	i	-3	-3%	?	7%	7%	-10%
40	Cc1cccc(CCNC(=O)CCc2c(C)nc3c(-c4ccc(F)cc4)c(C)nn3c2C)c1	8%	-2%	-30%	-9	2%	nt	-22%	-17%	nt

This is a subset; the hit share may differ from the screen's.
